Screens as filed in PubChem BioAssay.
Rat MKP-3 inhibitors: inhibition of rat DUSP6 enzyme activity – biochemical, in vitro, primary screen (AID 425). recombinant MKP-3 phosphatase activity, fluorescence; higher % means a stronger effect. inhibition, % at 20 µM; hits with a dose series show IC50 in µM. actives 0.17% (n = 110,000); in the data active means inhibition above about 50%;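 further: plate controls were vehicle for no effect and reference inhibitor for full effect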
Hsp70 inhibitors: Hsp70 inhibitors, probe displacement, primary screen, biochemical, fluorescence polarization (AID 583). Hsp70 fluorescence polarization probe displacement, mP; higher % means a stronger effect. displacement, % at 20 µM, or IC50 in µM where a hit was titrated. actives 0.06% (n = 140,000); in the data active means displacement above about 50%;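 further: plate controls were vehicle for no effect and reference ligand for full effect; a part of the inactive calls stands beside numbers as strong as those of hits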
* = called active by the depositor; . = not tested or not shown; & = joins results of further samples.

SMILES	Hsp70 inhibitors	Rat MKP-3 inhibitors
O=C(CN(c1ccc(F)cc1)S(=O)(=O)c1ccccc1)Nc1cc(Cl)cc(Cl)c1	-0.8%	-4.3%
C/C(=N\NC(N)=O)C1CC1(C)C(C)(C)C (stereo not drawn)	7.5%	1.9%
COc1ccc(C(=O)Nc2ccc(S(=O)(=O)Nc3ncccn3)cc2)cc1OC	4.1%	-0.7%
COc1cccc2cc(C(=O)Nc3ccc(C(C)=O)cc3)c(=O)oc12	1.2%	4.2%
Cc1no[n+]([O-])c1COc1ccccc1C=C1C(=O)NC(=O)NC1=O	2.7%	3.3%
COc1ccc(OC)c(Cn2c(O)c(/C=C3\C=CC=N3)c(=O)[nH]c2=O)c1	3.4%	2.0%
Cc1ccc(NC(=O)CN2CCCCCC2)c(Br)c1	-1.9%	-16.8%
O=C1NCCCc2nc(Nc3ccccc3)sc21	-0.2%	3.9%
CCOc1cc(/C=N/NC(=O)c2ccccn2)ccc1OC(=O)c1cccs1	4.3%	1.2%
COC(=O)C(C)NC(=O)C(c1ccccc1)c1ccccc1 (stereo not drawn)	2.8%	-0.4%
CCCn1c(N)c(C(=O)CSc2nc3ccccc3n2CCC#N)c(=O)n(C)c1=O	0.1%	-5.0%
CN1CCN(C(=O)c2ccc(N(Cc3ccc(Cl)cc3)S(C)(=O)=O)cc2)CC1	-0.3%	5.4%
CCOC(=O)c1c(CC(C)C)csc1NC(=O)C1CC1	14.3%	3.8%
CC(C)NS(=O)(=O)c1ccc(CCC(=O)O)cc1	3.0%	2.8%
O=C(O)CCCNS(=O)(=O)c1ccccc1	1.3%	.
CCOC(=O)N1CCN(C(=O)C2CCCN(S(=O)(=O)c3ccccc3)C2)CC1 (stereo not drawn)	-6.3%	.
O=C(O)C(C(=O)O)C1c2ccccc2Oc2ccccc21	2.4%	-4.5%
CC(=O)Nc1ccc(S(=O)(=O)n2nc(-c3ccc(C)cc3)nc2N)cc1	0.3%	5.3%
Cc1cc(=O)[nH]c(SCCOc2ccc(OC(C)C)cc2)n1	1.9%	-9.0%
Cc1cc([N+](=O)[O-])ccc1NC1CCC(c2ccccc2)CC1 (stereo not drawn)	-9.8%	0.6%

Five entries already listed, arranged by length of the SMILES, lowest first.
SMILES	Hsp70 inhibitors	Rat MKP-3 inhibitors
COC(=O)C(C)NC(=O)C(c1ccccc1)c1ccccc1 (stereo not drawn)	2.8%	-0.4%
COc1cccc2cc(C(=O)Nc3ccc(C(C)=O)cc3)c(=O)oc12	1.2%	4.2%
CC(=O)Nc1ccc(S(=O)(=O)n2nc(-c3ccc(C)cc3)nc2N)cc1	0.3%	5.3%
CCCn1c(N)c(C(=O)CSc2nc3ccccc3n2CCC#N)c(=O)n(C)c1=O	0.1%	-5.0%
CN1CCN(C(=O)c2ccc(N(Cc3ccc(Cl)cc3)S(C)(=O)=O)cc2)CC1	-0.3%	5.4%

Remaining list, next part
SMILES	Hsp70 inhibitors	Rat MKP-3 inhibitors
CCOc1c(Cl)cc(C=C2C(=O)NC(=O)NC2=O)cc1Cl	0.5%	2.1%
O=C(Nc1nnc(COc2ccc(Cl)cc2)s1)c1cccs1	.	-0.9%
CCCCOc1ccc(NC(=O)Cn2c(=O)ccc3c(C)cc(C)nc32)cc1	2.8%	-5.0%
CCOc1ccccc1-c1cc(C(=O)O)c2ccccc2n1	-2.2%	2.2%
CSc1cccc(NC(=O)Nc2ccc(Cl)cc2)c1	-1.9%&1.5%	3.8%
O=C(CCCN1C(=O)c2cccc3cccc(c23)C1=O)NCC1CCCO1 (stereo not drawn)	0.7%	0.0%
CCOC(=O)c1sc(NC(=O)c2ccc(Cl)c(Cl)c2)nc1C	1.1%	11.7%
Cc1nc2scc(-c3cccs3)c2c(=O)n1-n1cccc1	3.4%	6.0%
CN=C(Nc1cc(C)nn1CCC#N)c1ccccc1F	5.9%	3.6%
c1coc(-c2nnc(NC3=NCCC3)o2)c1	1.2%	-0.6%
CCOCP(=O)(COCC)COCC	0.2%	-2.5%
Cc1nc2sccn2c(=O)c1CCN1CCC(=C(c2ccc(F)cc2)c2ccc(F)cc2)CC1	2.2%	3.5%
Cc1cc(C)n(-c2nc3nonc3nc2Nc2cccc(C)c2C)n1	-1.1%	4.5%
O=C(Cn1ncn2c(cc3ccccc32)c1=O)NCc1ccco1	1.2%	5.7%
Cc1cccc2cc(CN(Cc3ccco3)C(c3nnnn3CCc3ccccc3)C(C)C)c(=O)[nH]c12 (stereo not drawn)	-1.3%	2.3%
COC(=O)c1nnn(-c2nonc2N)c1CSc1nc2ccccc2s1	5.4%	2.6%
CC1CCCN(Cc2nc3c(c(=O)n(C)c(=O)n3C)n2CC(N)=O)C1 (stereo not drawn)	3.0%	-3.6%
CCCCN(C)c1nc(-c2ccco2)c2c(c1C#N)CC(C)(C)OC2	6.6%	-4.3%
O=C(Nc1ccc(O)cc1)C1CCCO1 (stereo not drawn)	0.9%	.
COc1ccccc1CNC(=O)C(CCSC)NC(=O)C1CCC(C)CC1 (stereo not drawn)	-0.6%	.
N#CC1(c2nc3ccccc3[nH]2)CC1c1ccc2c(c1)OCO2 (stereo not drawn)	4.3%	-17.6%
O=C(CCN1C(=O)C2C3C=CC(C3)C2C1=O)N1CC(=O)N(CCc2ccccc2)C(=O)C1 (stereo not drawn)	-1.1%	-1.6%
COc1cccc(N2C(=O)/C(=C/C(C)=C/c3ccccc3)SC2=S)c1	-0.3%	-1.9%
Cc1nnc(NC(=O)c2cccc(C(=O)O)c2)s1	-5.5%	1.0%
CNC(=O)CSc1nnc(-c2ccncc2)n1Cc1ccccc1	1.0%	-10.3%
Oc1c(/C=N/c2ncn[nH]2)ccc2ccccc12	0.8%&2.4%	-5.0%&2.8%
O=S(=O)(NNc1ccccc1)c1ccc(Cl)cc1	-0.5%	-1.1%
O=C(Nc1ccc([N+](=O)[O-])cc1)C(Sc1ccccc1)c1ccccc1 (stereo not drawn)	1.4%	6.8%
COc1ccc(C=NCCC2(O)CC(C)N(C)CC2C)cc1 (stereo not drawn)	3.8%	-1.0%
CCOc1ccc(NC2C=CS(=O)(=O)C2)cc1 (stereo not drawn)	1.5%	.
COc1ccc(-c2nnc(NC(=O)c3ccc(Cl)cc3)s2)cc1OC	-3.3%	-0.2%
COc1ccc(CN=CC2=C(O)CC(c3ccccc3)CC2=O)cc1 (stereo not drawn)	-2.2%	4.2%
Cc1ccc(OCC(=O)n2nc(C)cc2C)c(C)c1	-6.6%	.
COC(=O)c1cccc(NC(=O)COc2ccc(Br)cc2)c1	0.3%	-3.6%
Cc1nn(CC(=O)O)c2ccccc12	-4.7%	-0.5%
Cn1c(-c2ccc(F)cc2)cnc1SCC(=O)N1CCCCC1	-0.4%	-13.5%
COc1ccc(Br)cc1CNC(=O)C1CCN(S(=O)(=O)N2CCCCC2)CC1	2.8%	-9.4%
O=C(CSc1nnc(-c2ccncc2)n1Cc1ccco1)c1ccc(Cl)cc1	3.7%	-0.1%
CSC1=NCCN1C(=O)c1c(-c2ccccc2Cl)noc1C	2.6%	-1.0%
COCCNC(=O)Cn1cc2c(n1)CCC(C)C2 (stereo not drawn)	-1.5%	-7.2%
COc1ccc(CC(=O)N/N=C/c2ccc(-c3cc(Cl)ccc3C)o2)cc1	-0.6%	6.5%
Cc1ccc(S(=O)(=O)/N=C2/C=C(C3C(=O)CC(C)(C)CC3=O)C(=O)c3ccccc32)cc1	3.0%	.
N#Cc1cc(Sc2ccccn2)c(Sc2ccccn2)cc1C#N	-0.3%	-2.8%
COc1ccc(C(=O)N2CCN(C(=O)c3ccc([N+](=O)[O-])cc3)CC2)cc1OC	2.0%	-1.3%
Cc1cc2ncn(C(=O)N3CCC(C)CC3)c2cc1C	-4.5%	.
C=CCc1cc(/C=C2\C(=O)NC(=O)N(c3ccc(Cl)cc3)C2=O)cc(OC)c1O	51.3%	4.3%
CC(C)(C)NC(=O)NC(=O)CSc1nnc2ccccn12	1.9%	.
COc1ccccc1-c1nnc(-c2sc3cc(Cl)ccc3c2Cl)o1	1.5%	3.8%
O=C(/C=C/c1ccccc1)c1ccc([N+](=O)[O-])cc1	4.0%	3.0%
CC(C)(C)n1nnnc1C(c1cccs1)N1CCN(C(=O)c2ccco2)CC1 (stereo not drawn)	8.0%	.

(further entries)
SMILES	Hsp70 inhibitors	Rat MKP-3 inhibitors
CC(=O)Nc1cc(Oc2cccc(C)c2)cc([N+](=O)[O-])c1	3.5%	0.5%
CN(c1ccc(C(=O)Nc2ccccc2Br)cc1)S(=O)(=O)c1ccccc1	2.9%	-1.9%
COc1nc(N/N=C/c2ccccc2F)nc(N2CCCCC2)n1	-0.3%	0.0%
N#C/C(=C/c1ccc([N+](=O)[O-])o1)C(=O)Nc1cccc(Br)c1	-2.7%	17.1%
O=C(CSc1nnc(Cc2cc(=O)[nH]c(=O)[nH]2)n1-c1ccccc1)N1CCCc2ccccc21	-4.8%	0.9%
CCCCS(=O)(=O)NC1=NCN(CCO)CN1	-1.3%	4.7%
COc1cc(CN2CCC(C(=O)NC3CCCC3)CC2)cc(Br)c1O	-1.4%	0.7%
Cc1cccc(Cn2c(SCCN3CCOCC3)nc3c2c(=O)n(C)c(=O)n3C)c1	2.7%	-6.7%
O=C(CN1C(=O)c2cccc3cccc1c23)N1CCN(c2ccccc2)CC1	3.7%	-7.3%
COc1ccc(C(C(=O)NC2CCCC2)N(CCN(C)C)C(=O)c2snc(C(N)=O)c2N)cc1 (stereo not drawn)	-0.3%	-14.4%
CCOC(=O)c1cc2sc(C)cc2n1C(C)C(=O)OCC (stereo not drawn)	4.9%	3.6%
CCOc1cc(/C=C2/SC(=S)NC2=O)ccc1OC	-21.0%	0.2%
CCCOc1cccc(C(=O)Nc2cccnc2)c1	2.9%	-6.4%
Cc1nn(CC2CCCCC2)c(N)c1-c1ccccc1	-0.2%	.
COc1cc2c(cc1OC)C1=C(C#N)CC/C(=N\S(=O)(=O)c3cccc(Cl)c3)N1CC2	-1.6%	.
CN1CCN(C2=Cc3cc(Cl)ccc3Sc3cc(F)ccc32)CC1	1.2%	.
CCOc1ccc(C(=O)O)cc1OC	3.8%	-10.9%
CCOC(=O)c1c(NC(=O)CC2Nc3cc(C)c(C)cc3NC2=O)sc2c1CCCC2 (stereo not drawn)	-32.3%	1.3%
O=C(COc1ccc([N+](=O)[O-])cc1)Nc1cccc2ccccc12	0.3%	0.1%
CN1CCN(C(=O)c2ccccc2-c2nc(-c3ccccc3)no2)CC1	5.7%	5.6%
Cc1nc(NS(=O)(=O)c2ccccc2)sc1NC(=O)OCCN(C)C	6.0%	3.0%
CC(=O)NS(=O)(=O)c1ccc(NC(=O)c2ccc([N+](=O)[O-])cc2[N+](=O)[O-])cc1	6.3%	-0.7%
CC(=O)c1c(N2CCOCC2)nc(=S)n(-c2ccc([N+](=O)[O-])cc2)c1C	0.4%&0.0%	1.8%
Cc1cc(C)c2oc(-c3ccc(C)c(NC(=O)c4cccc(Cl)c4Cl)c3)nc2c1	4.0%	-5.3%
CCOC(=O)N1CCN(C(=O)Cn2nc(-c3ccc(Cl)cc3)ccc2=O)CC1	.	-9.3%
CC1CCC(N2CCN(C3CCN(Cc4ccccc4)CC3)CC2)CC1 (stereo not drawn)	-1.0%	2.7%
CCCCNC(=O)c1cc2c(=O)n3cccc(C)c3nc2n(CCN2CCOCC2)c1=N	2.6%	-8.3%
Oc1ccc(C2Nc3cccc4cccc(c34)N2)c(O)c1	5.6%	.
Cc1ccc(NC(=O)c2cc(C(=O)Nc3ccc(C)c(C)c3)n(C)n2)cc1C	0.6%	1.2%
O=C(NC1CCCC1)C1CC(=O)N(C2CCCCCCC2)C1 (stereo not drawn)	5.9%	-11.5%
C=CCNC(=O)CN(c1ccc(OC)c(Cl)c1)S(=O)(=O)c1ccccc1	2.6%	-0.5%
N#CCCn1cnc2ccccc21	5.1%	-12.5%
Cc1ccc(S(=O)(=O)N(C)c2ccc(C(=O)N3CCC(C(N)=O)CC3)cc2)cc1	3.5%	-6.2%
O=C(CN(Cc1cccs1)C(=O)CNS(=O)(=O)c1ccc(Cl)cc1)NCc1ccco1	-1.7%	.
O=[N+]([O-])c1ccc(C(=S)N2CCCCC2)cc1	-1.1%	0.3%
C=CCn1c(=N)n(CC(=O)O)c2ccccc21	-1.6%	4.4%
COc1ccc2nc(-c3cccc(N)c3)[nH]c2c1	2.1%	.
COc1cccc(NC(=O)Cn2cc(C#N)c3ccccc32)c1	5.5%	.
O=C1CC(Nc2ccc(N3CCOCC3)cc2)C(=O)N1c1ccccc1F (stereo not drawn)	-3.3%&2.3%	-8.8%&2.4%
CCOC(=O)c1ccccc1NC(=O)c1ccc(F)cc1	3.2%	.
CC1CCN(S(=O)(=O)c2cccc(-c3nnc(-c4cccnc4)o3)c2)CC1	4.6%	-10.3%
Cn1c(NCc2c[nH]c3ccccc23)nc2ccccc21	0.6%	-13.9%
Cc1ccc2c(Cl)c(C(=O)N3CCN(c4ccc(F)cc4)CC3)sc2c1	-1.2%	2.5%

A portion of the library; rates above refer to the full screens.
